miR122 inh – blocks miR-122 activity in Huh7 sensor cells; actives 0.3% (n = 340,000); activation (reporter increase), % at 12.5 µM; Huh7 miR-122 Renilla luciferase sensor, 48 h; neutral wells = 0, positive control = 100; AID 602342;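 active = mean replicate activation score at least 90 and every replicate individually at or above 90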;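 note: higher luciferase means less miR-122 activity so hits act as miR-122 inhibitors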
The depositor's hits bear a star. An excerpt. The share of hits here may be higher or lower than overall.

Preview:
miR122 inh | Compound
3.3 | Clc1ccsc1-c1csc(-c2cccnc2)n1
-1.2 | COc1ccc(-c2ccc(C#N)c(SCC(=O)OCc3ccccc3)n2)cc1OC
54.2 | CC1CC(=O)Nc2ccccc2S1(=O)=O (configuration not stated)
-7.2 | CSc1cccc(NC(=O)C2CCCN(S(=O)(=O)c3ccc(F)cc3)C2)c1 (configuration not stated)
-6.5 | CCN(CC)CCn1c(NCc2ccccn2)nc2ccccc21
0.0 | COc1ccc(C2CC3(CC(C)(C)NC(=O)N3)Oc3cc(O)ccc32)cc1 (configuration not stated)
-4.5 | CN=CC1=C(O)c2ccccc2C1=O

Main list, from the first entry:
miR122 inh | Compound
3.3 | Clc1ccsc1-c1csc(-c2cccnc2)n1
-1.2 | COc1ccc(-c2ccc(C#N)c(SCC(=O)OCc3ccccc3)n2)cc1OC
54.2 | CC1CC(=O)Nc2ccccc2S1(=O)=O (configuration not stated)
-7.2 | CSc1cccc(NC(=O)C2CCCN(S(=O)(=O)c3ccc(F)cc3)C2)c1 (configuration not stated)
-6.5 | CCN(CC)CCn1c(NCc2ccccn2)nc2ccccc21
0.0 | COc1ccc(C2CC3(CC(C)(C)NC(=O)N3)Oc3cc(O)ccc32)cc1 (configuration not stated)
-4.5 | CN=CC1=C(O)c2ccccc2C1=O
2.2 | CC1CC(C)CN(C(=O)c2ccncc2)C1 (configuration not stated)
-4.7 | O=C(O)CC(=O)Nc1ccccc1C(=O)O
-3.9 | O=C(O)c1ccc(S(=O)(=O)c2ccc3c(c2)C(=O)N(CC2CCCO2)C3=O)cc1 (configuration not stated)
1.5 | Cc1c(O)ccc(/C(Cc2ccc3ccccc3n2)=N\O)c1O
-5.4 | CNC(=O)c1ccc(-n2nc(C)cc2-c2ccccc2)cc1
1.3 | COc1ccccc1N1CCN(CC(=O)Nc2c(C)n[nH]c2C)CC1
10.4 | O=C(Nc1ccccc1)N(Cc1ccc2c(c1)OCO2)Cc1nc2ccccc2c(=O)[nH]1
-2.6 | O=C(Nc1ccc(S(=O)(=O)Nc2ncccn2)cc1)c1ccc(Br)s1
8.6 | O=C(OCc1nc2ccccc2s1)c1cnccn1
12.6 | O=C1/C(=C/c2cccnc2)Sc2ccccc21
5.6 | CCOC(=O)C1=C(c2ccccc2)O/C(=C(\C(=O)OC)C(F)(F)F)S1
7.6 | CCCCOc1cc(C)nc(NCc2ccccc2)n1
-4.0 | CSc1nc(=O)n(-c2ccccc2)c(C)c1C(C)=O
2.4 | COC(=O)c1cc(NC(=O)CSc2nncn2C)cc(C(=O)OC)c1
-0.1 | O=C(c1cnn2cccnc12)N1CCN(c2ccccc2)CC1
3.9 | COc1ccc(NC(=O)C2CCC(=O)N2)cc1 (configuration not stated)
-2.0 | Cc1ccc2c(c1)N(CC(=O)NCc1cccnc1)C(=O)CO2
-2.6 | COc1ccc(CCC(=O)NCc2ccco2)cc1
0.8 | O=C(NCc1cccnc1)c1ccc(Cl)c(Cl)c1
-10.6 | COC(=O)c1cc2c(n1S(=O)(=O)c1ccc(C)cc1)C(=O)C(=O)c1[nH]cc(C(=O)OCc3ccccc3)c1-2
14.0 | Clc1ccc(-c2noc(CSc3nnc(-c4ccncc4)n3-c3ccccc3)n2)cc1
-8.5 | Cc1ccccc1C(=O)NNC1=NCCC1
-0.7 | Cc1ccc(/C=C2/NC(=O)N(Cc3ccccc3)C2=O)s1
-3.3 | Cc1cccc(-c2nnc(N)s2)c1
2.9 | C=CCn1c(=O)c2c(C)c(C)sc2n2c(Nc3ccc(OC)cc3)nnc12
0.5 | N#Cc1ccc(-c2cccnc2)nc1SCc1ccc(Cl)cc1Cl
-7.3 | CCOc1ccc(NC(=O)c2ccc(C#CC(C)(C)O)cc2)cc1
1.8 | CCOc1ccccc1CNn1nnnc1N
14.5 | COc1cccc(-c2noc(-c3cccnc3)n2)c1
7.2 | CS(=O)(=O)N1CCN(C(=O)CCC2CCCC2)CC1
-11.4 | O=c1oc2ccc3ccccc3c2cc1-c1nnc(-c2ccccc2)o1
-19.4 | CCOC(=O)Nc1ccc2c(c1)N(C(=O)CN1CCN3CCCC3C1)c1ccccc1CC2 (configuration not stated)
-3.5 | CCOC(=O)c1cc(Br)c(=O)n2ccccc12
0.5 | COc1ccc2nc(NC(=O)c3ccc(Br)s3)sc2c1
-9.3 | c1ccc(N=C(c2cccs2)N2CCOCC2)cc1
-10.0 | c1ccc(-c2csc3ncn4cnnc4c23)cc1
-0.9 | Cc1c(C)n(CC(O)CN2CCCCC2)c2ccccc12 (configuration not stated)
-5.2 | COc1nc(/C(N)=N/O)nc(N2CCCCC2)n1
-6.3 | Cn1c(SCC(=O)NCc2cccs2)nnc1-c1ccco1
40.0 | Cc1c(C(=O)OCC(C)C)[nH]c2c1C(=O)CC(c1cccs1)C2 (configuration not stated)
-0.8 | Cc1ccc(OCCN(C)C)c([N+](=O)[O-])c1
1.9 | Cc1ccc(S(=O)(=O)N(C)C)cc1NC(=O)/C=C/c1cccs1
-2.9 | CC(C)(C)Cc1nnc(NS(C)(=O)=O)s1
-9.0 | C#CCOCCOCCOCCNc1nc(N2CCN(C(=O)[C@H](Cc3cc4ccccc4[nH]3)n3cc(C(N)CC(C)C)nn3)CC2)nc(N2CCN(C(=O)[C@H](CCC(=O)O)n3cc(C(N)[C@H](C)CC)nn3)CC2)n1 (some centres not stated)
-4.0 | CCOc1cccc(CNc2ccc(O)cc2)c1OCc1ccc(Cl)cc1Cl
1.9 | CCOCCc1nnc(NC(=O)c2cccs2)s1
16.6 | C=CCOC(=O)C1=C(C)NC(C)=C(C(=O)OCC=C)C1/C=C/c1ccccc1
-2.6 | O=C1C(Cc2cccc([N+](=O)[O-])c2)S/C(=N/N=C/c2ccco2)N1c1ccccc1 (configuration not stated)
-9.3 | CCOC(=O)N1CCN(c2nc(C)c3c(n2)CCCC3=O)CC1

Exported as comma-separated lines: entries from further up
smiles,miR122 inh
COc1nc(/C(N)=N/O)nc(N2CCCCC2)n1,-5.2
Cn1c(SCC(=O)NCc2cccs2)nnc1-c1ccco1,-6.3
Cc1c(C(=O)OCC(C)C)[nH]c2c1C(=O)CC(c1cccs1)C2 (configuration not stated),40.0

Later entries:
miR122 inh | Compound
-8.2 | CCCC(=O)Nc1ccc2oc(-c3cccnc3)nc2c1
13.4 | COc1ccccc1C(=O)N/C(=C\c1cn(S(=O)(=O)N(C)C)c2ccccc12)C(=O)NCCN1CCOCC1
-6.9 | CC(=O)c1cc2c(cc1NC(=O)CCn1cccc1)OCO2
0.6 | CC(C)CNC(=O)C1CC(=O)OC12CCCCC2 (configuration not stated)
-1.2 | C=CCn1c(=N)c(C#N)cc2c(=O)n3ccccc3nc21
-3.1 | Cc1ccccc1C(NC(=O)C1CCN(Cc2ccc(Oc3ccccc3)cc2)CC1)c1ccsc1 (configuration not stated)
7.2 | COc1ccc(CNC(=O)C(NS(=O)(=O)c2ccc3c(c2)CCCN3C(C)=O)C(C)C)cc1 (configuration not stated)
2.6 | Cc1ccc(N(C(=O)c2csnn2)C(C(=O)NC(C)(C)C)c2cccs2)cc1 (configuration not stated)
-2.7 | CCOc1ccc2nc(SCC#N)c(C#N)cc2c1
-5.9 | O=C(Nc1ccccc1C(F)(F)F)N1CCCC(O)C1 (configuration not stated)
0.4 | Cc1ccc(-c2ccc(C(=O)O)[nH]2)cc1
-1.8 | CCCNC(=O)c1[nH]c(C)c(C(C)=O)c1C
163.8* | CCCc1cc(=O)oc2cc(OCc3nn[nH]n3)ccc12
1.6 | COc1nc(-c2ccccc2)ccc1-c1noc(-c2ccccc2F)n1
-1.7 | COc1ccc(O)c(C(=O)c2cnn(C(=O)c3cc(C)oc3C)c2)c1
-0.1 | COc1ccccc1OCc1nc2ccccc2s1
-13.8 | O=C1CN(S(=O)(=O)c2ccc(Cl)cc2)CC(=O)N1CCc1ccccc1
206.2* | CCOC(=O)Nc1ccc(NS(=O)(=O)c2ccc(C)cc2)cc1
-7.3 | Cc1nc2ccc(NC(=O)C(F)(F)F)cc2o1
-4.9 | COCCn1c(COc2ccccc2)nnc1SCC(N)=O
-0.4 | CC(C)NC(=O)CC(=O)N/N=C/c1ccccc1F
2.4 | COc1ccc(CNc2ccc3cn[nH]c3c2)c(OC)c1OC
1.3 | C/C(=N\NC(=O)CN1CCN(Cc2ccc(C)cc2)CC1)c1ccncc1
-0.3 | C=CCNC(=O)c1ccc2nc(-c3ccccc3)c(-c3ccccc3)nc2c1
-8.7 | O=C(O)c1cccc(NC(=O)C2CCCO2)c1 (configuration not stated)
1.1 | COc1ccc(OC)c(N=C2C(=O)Nc3ccccc32)c1
2.5 | COc1ccc(NC(=O)N2CCCC2C(=O)Nc2ccc(C)c(Cl)c2)cc1 (configuration not stated)
-4.3 | Nn1c(CN2CCCCC2)nc2ccccc2c1=O
-5.2 | Nc1c(S(=O)(=O)c2ccccc2)c2nc3ccccc3nc2n1/N=C/c1ccco1
25.4 | O=C(CSC1=Nc2ccccc2C2=NC(c3ccccc3)C(=O)N12)NCC1CCCO1 (configuration not stated)
-5.9 | O=C(CSc1nnc(COc2ccccc2)o1)NCCc1ccccc1
7.3 | COc1ccccc1C(=O)Nc1ccc(S(=O)(=O)Nc2cc(C)on2)cc1
0.8 | Cc1ccc(-n2c(=O)c3c4c(sc3n3c(C)nnc23)COC(C(C)C)C4)cc1 (configuration not stated)
-2.5 | Fc1ccc(CSc2ncnc3sc4c(c23)CCCC4)cc1
-24.3 | COc1ccc(-c2cc(C(F)F)n3ncc(C(=O)N4CCN5CCCC5C4)c3n2)cc1 (configuration not stated)
6.5 | O=C(Nc1ccccc1)N1CCc2ccccc2C1
6.1 | Cc1ccc(NC(=O)C(=S)NCc2ccco2)cc1
0.3 | Cc1nc(-c2ccccc2)sc1C(N)=O
5.0 | CCOC(=O)c1cnc2ccc(C)cc2c1OCc1cc(F)cc(F)c1
0.3 | CC(C)c1ccc(/C=N/NC(=O)CN(c2cccc(Cl)c2Cl)S(C)(=O)=O)cc1
-22.4 | Cc1ccc(-n2c(C)nc3c(cnn3-c3ccc(F)cc3)c2=O)cc1
-2.4 | O=C(O)C1C2CCC(O2)C1C(=O)Nc1cnn(Cc2ccccc2)c1 (configuration not stated)
0.2 | O=C1OC(Cc2ccccn2)C(=O)C1=C1SCCS1 (configuration not stated)
-0.4 | Cc1cccn2c(/C=N/OCc3ccc(F)cc3)c(-c3ccc(Cl)cc3)nc12
-0.1 | Cc1nn(-c2ccccc2)c2c1C(c1ccco1)C(C#N)=C(N)O2 (configuration not stated)
-5.5 | C=CCn1c(SCC(=O)c2ccccc2)nnc1-c1cc2ccccc2o1
2.2 | COC(=O)c1cc2cc(NS(=O)(=O)c3ccc(C)cc3)ccc2s1
-9.6 | CCCC(=O)NC(=S)Nc1ccccc1C(F)(F)F
2.1 | CCOc1ccc(NS(=O)(=O)N(C)C)cc1
17.2 | COc1ccc(S(=O)(=O)N(C)C)cc1NC(=O)[C@H](Cc1ccccc1)N1C(=O)c2ccccc2C1=O
-2.2 | CC(=O)Nc1ccc(N2CCOCC2)c(C(=O)Nc2cccc(C)c2)c1
-9.2 | CC1CCC/C(=C\Nc2ccc(O)cc2)C1=O (configuration not stated)
-3.3 | COc1ccc(Nc2ncc3c(n2)CC(c2ccccc2)CC3=O)cc1 (configuration not stated)
-0.8 | Cc1ccccc1NC(=O)C1CC(=O)N(c2ccccc2F)C1 (configuration not stated)
0.3 | CCCS(=O)(=O)c1c(S(=O)(=O)CCC)c2cnccn2c1C(=O)c1ccc(Cl)cc1
398.8* | COc1cccc(NS(=O)(=O)c2c(C)cc(C)cc2C)c1

3 structures from above, sorted by molar mass, smallest number first.
miR122 inh | Compound
14.5 | COc1cccc(-c2noc(-c3cccnc3)n2)c1
1.9 | CCOCCc1nnc(NC(=O)c2cccs2)s1
-5.4 | CNC(=O)c1ccc(-n2nc(C)cc2-c2ccccc2)cc1

(listing goes on)
miR122 inh | Compound
-5.9 | Cc1ccc2c(CC(=O)OCn3nnc4ccccc4c3=O)coc2c1
-3.3 | C=CCn1cnc2scc(-c3ccccc3)c2c1=O
5.1 | CC1CN(Cc2cc(=O)[nH]c(C3CC3)n2)CC(C)O1 (configuration not stated)
-6.0 | N#C/C(=C\c1cccs1)c1nc2ccccc2[nH]1
-3.7 | COc1ccc(CCNc2ccc(C)cc2)cc1
0.4 | CCOC(=O)c1cnn(-c2ccccc2)c1NC(=O)c1ccccc1
-1.3 | Cc1ccc(C(=O)CCNc2ccc(Cl)cc2)o1
-5.6 | CCOC(=O)c1cnc(-n2nc(C)cc2C)nc1Nc1ccc(C)cc1
1.3 | O=C(CCn1c(=O)oc2ccccc21)Nc1ccccc1
-1.6 | CNCCCOc1ccc(C)cc1Br
2.1 | OC1(c2cccc(C(F)(F)F)c2)CCN(c2ccc(-c3ccccc3)nn2)CC1
4.9 | O=C(Cc1cccs1)Nc1ccc(NC(=O)c2ccco2)cc1
3.9 | CCCCOCCCn1cnc2c([nH]c3cc(OC)ccc32)c1=O
-4.8 | CCc1ccc(NC(=O)N(CCOC)C2CCN(C(C)=O)CC2)cc1
-0.5 | O=C(c1cccc(S(=O)(=O)N2CCOCC2)c1)N1CCOCC1
-6.7 | COc1cc(N=C2C(=O)N3c4c(cccc42)C(C)=CC3(C)C)cc(OC)c1
81.9 | FC(F)(F)c1cccc(NC(=S)NCc2ccccc2)c1
3.0 | CCOc1cc(CN2CCN(CCOCCO)CC2)ccc1OC
-14.9 | Cc1ccc(-n2c(C)cc(/C([O-])=C(/C(=S)Nc3ccc(F)c(Cl)c3)[n+]3ccccc3)c2C)cc1
-6.4 | N#C/C(C(=O)c1ccccc1)=C1/CCCCCN1
4.9 | COc1ccc(Cl)cc1NC(=O)c1oc(C)nc1C
2.5 | CC(C)Oc1ccc(OCCNC2CCCC2)cc1
-11.4 | O=C(CNC(=O)c1ccco1)OCC(=O)c1ccccc1
2.3 | CCOC(=O)c1[nH]c2ccc(Br)cc2c1NC(=O)CNC
1.0 | C/C(=N/Nc1cc(-c2ccccc2)nc(-c2ccccc2)n1)c1ccc(O)cc1
1.6 | Cc1cccc(N(C(=O)c2sc(C)nc2C)C(C(=O)NCc2ccco2)c2ccccc2)c1 (configuration not stated)
-1.8 | CCCCN1C(=O)C(NC(=O)CC(C)C)(C(F)(F)F)C2=C1CC(C)(C)CC2=O (configuration not stated)
-4.8 | COc1ccc(-c2noc(C(C)n3nc(C)c([N+](=O)[O-])c3C)n2)cc1OC (configuration not stated)
-3.7 | O=C1CN2C(=Nc3ccc(Br)cc3C2c2ccccc2)CCN1 (configuration not stated)

Screening data (PubChem BioAssay)
